# Screening results as filed in PubChem BioAssay.
# HT1080NT lethal – kills 2HG-producing HT-1080-NT fibrosarcoma cells. Potency, µM (highest dose often 46.1 µM), inactives show at the highest dose activity, negative = less viability, hits mostly cytotoxic. HT-1080-NT fibrosarcoma viability, CellTiter-Glo ATP luminescence, 48 h. 360,000 compounds, 1.6% hits;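 further: NT is the 2HG producing partner of a matched IDH1 knockdown line; potency means the concentration at half of the fitted maximal effect; 0% = DMSO-treated cells and -100% = media-only wells without cells; nearly all actives have a fitted effect of over 55% in size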
#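 750 cells/well, RPMI + 5% FBS; 2 h settle, compound pin-transfer, 48 h at 37 degrees C. CellTiter-Glo 10 min RT, luminescence. Normalized to DMSO and media-only wells.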
# ATXN2 expr inh – ATXN2 expression inhibition | HEK-293 ATXN2-luciferase reporter, luminescence, 24 h | Potency, µM (doses to about 57 µM), inactives show at the top dose activity change, negative = inhibition, hits mostly inhibitors | 360,000 compounds, 0.72% hits; further: potency means the concentration at half of the fitted maximal effect; on the % scale 0 is the no-effect control and ±100 the full control effect; nearly all actives have a fitted effect of over 55% in size
#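 qHTS (up to 57 uM final) was run with 24 h compound exposure of reporter cells at 37 °C. Each well was multiplexed: SteadyGlo luminescence measured ATXN2-luciferase expression after a fluorogenic Gly-Phe-AFC viability readout (25 uM final).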
# IL1B secr inh – blocks inflammasome-driven IL-1 beta release; THP-1 LPS/ATP IL-1B secretion, AlphaLISA, 16 h; stronger effect = lower value; 360,000 compounds, 4.7% hits; AID 743279; activity change, % at 57.5 µM; in the data active means activity change below about -50%; inconclusive means mostly about -30% to -49%; further: on the % scale 0 is the no-effect control and ±100 the full control effect
#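 Secreted IL-1B measured by AlphaLISA bead assay after 16 h compound exposure of THP-1 cells; compounds (final up to 57.5 uM) added 1 h before LPS (250 ng/mL) and ATP (1.25 mM) stimulation; lower signal means less secretion.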
# KB-V1 cytotox – KB-V1 MDR subline cytotoxicity. 400,000 compounds, 3.4% hits. Potency, µM (series often up to 46.1 µM), for inactives: top-dose activity change, negative = cytotoxicity, usual class: cytotoxic. KB-V1 MDR cells viability, CellTiter-Glo, 72 h; further: potency means the concentration at half of the fitted maximal effect; on the % scale 0 is the no-effect control and ±100 the full control effect; nearly all actives have a fitted effect of over 60% in size
#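 Compound-treated KB-V1 multidrug-resistant cells, 72 h, 37 degrees C; viability by CellTiter-Glo. Fitted qHTS curves give the values.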
# SW480 rerep – DNA re-replication induction in SW480 cells; SW480 DNA re-replication, Hoechst DNA content imaging, 48 h; Potency, µM (titrated, usually from 46.1 µM), for inactives: at the highest dose re-replication activation, usual class: activators; 340,000 compounds, 1.8% hits; AID 624297; further: potency means the concentration at half of the fitted maximal effect; % of control where 0% means no effect; nearly all actives have a fitted effect of over 55% in size
#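 Readout is total intensity of Hoechst-stained nuclei, excited at 405 nm and collected at 500-530 nm. Compound treatment lasted 48 hr at 37 C in 5% CO2 before staining.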
# HT1080 IDH1KD tx – HT-1080 IDH1 knockdown cell toxicity (counter line); 360,000 compounds, 2% hits; Potency, µM (titrated, usually from 46.1 µM), inactives show top-dose activity, negative = toxicity, most hits filed as cytotoxic; HT-1080 IDH1 knockdown viability, ATP luminescence, 48 h; AID 686971;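 further: potency means the concentration at half of the fitted maximal effect; 0% = DMSO wells and -100% = cell-free medium wells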
#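 Knockdown cells (IDH1KD HT-1080) received compounds 2 h after plating at 750 cells/well and were kept 48 h at 37 °C in 5% FBS RPMI. A CellTiter-Glo luminescence read gave % activity for curve fitting.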
# MCF10A rereplic – inducers of DNA re-replication in MCF 10A breast cells | AID 624296 | Potency, µM (doses to about 46.1 µM), inactives show at the top dose activity, positive = re-replication, usual class: activators | MCF 10A DNA re-replication, Hoechst nuclear intensity, 48 h | 350,000 compounds, 2.9% hits; further: potency means the concentration at half of the fitted maximal effect; % of control where 0% means no effect; nearly all actives have a fitted effect of over 50% in size
# KB-3-1 tox – KB-3-1 parental cell cytotoxicity | Potency, µM (titrated, usually from 46.1 µM), without a hit: at the highest dose activity change, negative = cytotoxic, usual class: cytotoxic | KB-3-1 viability, CellTiter-Glo ATP luminescence, 72 h | 400,000 compounds, 1.4% hits; further: potency means the concentration at half of the fitted maximal effect; on the % scale 0 is the no-effect control and ±100 the full control effect; nearly all actives have a fitted effect of over 60% in size
#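 Parental KB-3-1 viability, qHTS format: 72 h compound exposure, 37 °C; CellTiter-Glo; media-only wells and DMSO plates as controls; concentration-effect fits on corrected data.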
# WRN inhibitor – inhibitors of human WRN helicase; 360,000 compounds, 0.46% hits; AID 651768; Potency, µM (top dose mostly 114 µM), inactives show at the highest dose activity change, negative = inhibition, hits mostly inhibitors; WRN helicase unwinding, fluorescent forked duplex, kinetic; further: potency means the concentration at half of the fitted maximal effect; on the % scale 0 is the no-effect control and ±100 the full control effect; nearly all actives have a fitted effect of over 55% in size
# Target sequence (Q14191 whole entry, looked up): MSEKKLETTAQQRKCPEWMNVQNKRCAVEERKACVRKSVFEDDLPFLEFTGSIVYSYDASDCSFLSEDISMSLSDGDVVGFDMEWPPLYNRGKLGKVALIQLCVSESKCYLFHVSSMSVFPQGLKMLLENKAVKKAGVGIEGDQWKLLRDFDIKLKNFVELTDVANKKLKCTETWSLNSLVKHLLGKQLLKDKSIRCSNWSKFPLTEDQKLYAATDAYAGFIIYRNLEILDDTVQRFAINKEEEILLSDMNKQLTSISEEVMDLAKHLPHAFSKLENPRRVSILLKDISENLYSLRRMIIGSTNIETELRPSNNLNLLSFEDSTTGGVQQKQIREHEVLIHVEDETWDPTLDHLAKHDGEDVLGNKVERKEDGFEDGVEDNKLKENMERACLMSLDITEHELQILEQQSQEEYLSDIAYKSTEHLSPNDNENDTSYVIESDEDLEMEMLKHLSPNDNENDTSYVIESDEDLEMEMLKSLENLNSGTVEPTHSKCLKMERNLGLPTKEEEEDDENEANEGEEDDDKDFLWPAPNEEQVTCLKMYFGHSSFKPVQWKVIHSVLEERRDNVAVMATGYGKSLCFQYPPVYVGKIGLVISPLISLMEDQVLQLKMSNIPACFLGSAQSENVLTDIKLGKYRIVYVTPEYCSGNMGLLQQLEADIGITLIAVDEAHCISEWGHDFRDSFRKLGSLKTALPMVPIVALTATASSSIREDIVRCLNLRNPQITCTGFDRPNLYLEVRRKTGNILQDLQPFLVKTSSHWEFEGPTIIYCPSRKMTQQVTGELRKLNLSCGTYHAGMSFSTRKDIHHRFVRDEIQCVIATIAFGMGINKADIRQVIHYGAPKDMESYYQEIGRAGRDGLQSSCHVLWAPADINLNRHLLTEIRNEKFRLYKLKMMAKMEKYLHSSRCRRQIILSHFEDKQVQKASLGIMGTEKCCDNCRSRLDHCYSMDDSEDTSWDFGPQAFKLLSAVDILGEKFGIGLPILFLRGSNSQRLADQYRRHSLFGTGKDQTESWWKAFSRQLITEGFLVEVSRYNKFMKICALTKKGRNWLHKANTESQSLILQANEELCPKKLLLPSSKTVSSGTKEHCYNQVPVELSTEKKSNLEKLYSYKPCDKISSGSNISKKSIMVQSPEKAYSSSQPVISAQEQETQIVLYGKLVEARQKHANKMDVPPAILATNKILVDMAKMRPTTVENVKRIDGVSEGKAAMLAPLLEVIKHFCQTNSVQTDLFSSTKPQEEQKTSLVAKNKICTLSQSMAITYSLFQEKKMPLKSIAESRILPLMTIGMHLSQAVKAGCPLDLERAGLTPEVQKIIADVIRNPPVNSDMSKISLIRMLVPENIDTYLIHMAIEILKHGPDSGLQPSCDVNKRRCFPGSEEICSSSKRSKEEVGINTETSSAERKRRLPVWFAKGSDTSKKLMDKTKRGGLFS
#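 Enzyme (20 nM final) and test compound sit together 15 min at room temperature before substrate addition. Substrate is a single-forked duplex oligonucleotide (100 nM) labelled with fluorophore and quencher, with 2 mM ATP; helicase unwinding raises red fluorescence, read kinetically.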
# An asterisk follows results filed as active; u = inconclusive; x = no result given; & = joins results of further samples; [ ] = remark or other dose. Unless noted, the call rests on the fitted dose curve; in most records, active means well fitted curve in the direction sought with a large enough effect; inconclusive means small, poorly fitted or top-dose-only effect, or another doubt; inactive means no such curve, though single readings can be large; an effect the other way counts as inactive or inconclusive.
SMILES,HT1080NT lethal,ATXN2 expr inh,IL1B secr inh,KB-V1 cytotox,SW480 rerep,HT1080 IDH1KD tx,MCF10A rereplic,KB-3-1 tox,WRN inhibitor
COc1ccc(NC(=O)N2CCN(c3cccc(C(F)(F)F)c3)CC2)cc1OC,-1%,-1%,0,13µM*,1%,-4%,5%,6%,3%
CCN(CC(=O)Nc1cc(Cl)ccc1C)CC(=O)NC1CC1,13%,x,-1,1%,x,0%,x,29%,1%
CNc1cccc(-c2ccc(C(=O)N3CCOCC3)cc2)n1,4%,31%[activator],14,-25%,x,23%,x,1%,8%[57.1 µM]
CC1=C(C(=O)N(C(C)C)C(C)C)CC(CC(=O)NC2CC2)C(=O)N1CCC1=CCCCC1 (stereo not given),24%,2%,42,11%,x,7%,x,0%,5%
Cc1cc2nc(-c3ccccc3)cc(=O)n2[nH]1,-5%,6%,-6,-12%,-9%,-14%,1%,-5%,-2%
C[C@H]1CN=C(Nc2ccccc2)N1CCCC1CCCCC1,-3%,-17%,u,15%,-2%,-21%,-4%,-10%,-3%
CCOC(=O)c1nn(-c2ccc(C)cc2)c(=O)cc1OCC(=O)N1CCN(c2ccccc2)CC1,-4%,-1%,-6,-2%,-105%[inhibitor],-5%,4%,-6%,1%
CCOC(=O)NCC(C#CCN(CC)CC)N(CC)CC (stereo not given),9%,7%,25,0%,-5%,8%,0%,19%,-15%
Cc1c(CCO)c(=O)oc2n[nH]c(-c3ccccc3)c12,-2%,-24%,-61*,0%,20%,-4%,-6%,-18%,7%
COc1cc(CN2CCN(C(=O)CC(C)C)CC2)cc(OC)c1O,-3%,16%,15,7%,-1%,6%,-4%,4%,-3%
CCOC(=O)c1c(C)oc2c1cc(NS(=O)(=O)c1ccc(C(=O)O)cc1)c1ccccc12,-11%,-6%,32,25%,-25%,-15%,9%,-8%,-36%
Nc1nc2ncc(CNc3ccc(C(=O)NC(CCC(=O)O)C(=O)O)cc3)nc2c(=O)[nH]1 (stereo not given),x,x,x,u,-3%,x,-2%,u,x
CCc1ccc(CNC(=O)C2CCN(S(=O)(=O)N3CCCCC3)CC2)cc1,-4%,x,-19,-28%,x,-10%,x,-7%,11%
Cc1cc(C)c(NC(=O)CSc2nc3ccc(NC(=O)CSc4nnnn4-c4ccccc4)cc3s2)c(C)c1,4%,-14%,0,u,-5%&1%,14%,-43%[inhibitor],u,5%
CC(=O)Nc1c(S(=O)(=O)c2ccccc2)c2nc3ccccc3nc2n1Cc1ccccc1,-13%,23%,-12,16%,-1%,-14%,-3%,2%,-5%
O=C1CC/C=C\C[C@@H](CC(=O)N(CCO)Cc2ccccc2)C(=O)NC[C@@H](c2ccccc2)O1,19%,3%,5,4%,-1%,11%,10%,15%,2%
O=C(O)/C=C/c1cn(Cc2ccccc2)nc1-c1cccnc1,4%,x,-2,0%,9%,-3%,-2%,-1%,-5%
CC(=O)c1ccc(OCCCC(=O)NNC(=O)c2ccccn2)cc1,-2%[9.24 µM],u,138,-2%,57%,u,5%,u,6%
O=C(CSc1nnc(CNc2ccc(F)cc2)n1CC1CCCO1)Nc1ccccc1 (stereo not given),0%,3%,-12,-25%,-2%,-3%,-2%,-3%,-2%
Cc1cc2occ(CC(=O)O)c2cc1C,17%,5%,0,0%,-5%,17%,-1%,3%,-10%
COCCNC(=O)C(c1ccc(F)cc1)N(CCOC)C(=O)CCC(=O)Nc1ccccn1 (stereo not given),15%,3%,26,7%,u,21%,-5%,2%,-3%[57.1 µM]
O=S1(=O)CC(N2CCCCC2)CN1Cc1cn(Cc2ccc(F)cc2)nn1 (stereo not given),17%,5%,-4,u,x,7%,x,8%,2%
Cc1ccccc1NC(=O)NCC1CCN(Cc2cccc(Cl)c2)CC1,-7%,-3%,u,14%,-7%,-2%,1%,4%,-5%
O=C(Nc1cc(Cl)ccc1N1CCOCC1)C1=COCCO1,-4%,-12%,-9,u,-2%,-12%,7%,0%,-6%
CN1OC[C@@H]2CN(C(=S)NCCc3ccccc3)[C@H](c3ccc(N4CCCCC4)cc3)C[C@@H]21,10%,2%,1,-5%,x,7%,x,-1%,6%
COC(=O)c1[nH]c2ccccc2c1NC(=O)CN1CCN(c2cccc(OC)c2)C(C)C1 (stereo not given),-19%,u,-11,u,8%,u,20%,18µM*,-11%
Cc1ccc(-n2nc3c(=O)n(CC(=O)NCCc4ccccc4C)nc(C)c3c2C)cc1,-8%,u,-10,-28%,5%,-4%,11%,u,-5%
C=CCC(O)(CC=C)C(C)N (stereo not given),1%,15%,1,u,-20%,8%,1%,0%,1%
COC(=O)c1[nH]c2cc(OC)ccc2c1NC(=O)CCN1CCN(c2ccccc2)CC1,6%,-14%,-14,-26%,-7%,22%,62%[0.0737 µM],-1%,1%
CCOc1cnc(C(=O)NNC(=O)c2ccccc2Br)o1,-4%,-18%,0,3%,4%,-6%,-16%,-10%,-11%
Nc1cc(=O)nc(SCC(=O)Nc2cccc3ccccc23)n1CCc1ccccc1,0%,-9%,-6,2%,15%,-7%,10%,4%,-9%
CN(C)S(=O)(=O)c1ccc(C(=O)OCC(=O)Nc2sc3c(c2C#N)CCCCC3)cc1,-1%,x,77,5%,-7%,7%,-1%,2%,-4%
Cc1c(-c2ccccc2Cl)nc2ccccc2c1C(=O)O,2%,x,5,5%,-7%,2%,-1%,3%,-3%
O=C(NC1CCCC1)c1ccccc1-c1nc2ccccc2[nH]1,4%,3%,1,0%,-4%,4%,5%,-4%,-1%
O=C(c1ccccc1)N1CCN(S(=O)(=O)c2ccc(Cl)c(C(F)(F)F)c2)CC1,-6%,-26%,6,-81%,-3%,-11%,4%,0%,2%
NC(=O)C1CCN(C(=O)/C=C/c2ccco2)CC1,-4%,-2%,0,-10%,3%,0%,-4%,0%,4%
CC(=O)Nc1ccc(NC(=O)COC(=O)c2ccccc2C(=O)c2ccccc2)cc1,-6%,-16%,-30,13%,u,-4%,20%,-4%,7%
CN(CC(=O)Nc1cccc(F)c1)C(=O)C1CCN(S(=O)(=O)c2ccc3c(c2)OCCO3)CC1,0%,-7%,0,-24%,-4%,4%,u,0%,0%
COc1ccc(NS(=O)(=O)c2ccc(OCC(=O)N3CCCC3)cc2)cc1,2%,0%,0,u,1%,-17%,2%,-5%,10%
N#CCOC(=O)C1CCN(S(=O)(=O)c2ccc3c(c2)OCCO3)CC1,8%,-1%,26,21%,-40%,9%,0%,7%,-5%
CN(CC(=O)NCc1ccccc1Cl)S(=O)(=O)c1cccs1,-3%,14%,3,-9%,-8%,10%,-14%,-1%,9%[57.1 µM]
Cc1cc(C)cc(N2Cc3ccccc3C2)c1,28%,6%,20,-14%,-9%,2%,-3%,20%,-5%
CN(C(=O)COC(=O)c1cc(-c2ccco2)nc2ccccc12)C1CCS(=O)(=O)C1 (stereo not given),-19%,1%,-10,26%,20%,-19%,-4%,-5%,32µM*
N/C(=N\OC(=O)Cc1ccc(-c2ccccc2)cc1)c1cccc([N+](=O)[O-])c1,3%,-13%,3,4%,-1%,0%,u,17%,-13%
O=C(O)c1c(-c2ccccc2)oc2ccc(O)cc12,8%,x,23,1%,-7%,0%,0%,4%,2%
Cc1nc2ccccc2n1C(=O)c1ccccc1[N+](=O)[O-],-1%,2%,-6,-3%,-8%,-2%,-8%,2%,-2%
CC(C)(C)NS(=O)(=O)CC12CCC(CC1=O)C2(C)C (stereo not given),-3%,6%,-30,0%,10%[9.22 µM],-4%,10%,-2%,-10%
O=C(Cn1nnnc1CN1CCOCC1)N1CCC(c2cccc(Cl)c2)C1 (stereo not given),5%,-3%,-8,x,2%,10%,-1%,x,-19%
CNC(=S)Nc1ccc(OC)c(OC)c1,7%,4%,-13,-5%,-5%[9.22 µM],7%,29%,10%,2%

# One compound at a time, from the list above. Order of values: HT1080NT lethal | ATXN2 expr inh | IL1B secr inh | KB-V1 cytotox | SW480 rerep | HT1080 IDH1KD tx | MCF10A rereplic | KB-3-1 tox | WRN inhibitor
# Listed for `CN(C(=O)COC(=O)c1cc(-c2ccco2)nc2ccccc12)C1CCS(=O)(=O)C1` (stereo not given) = -19% | 1% | -10 | 26% | 20% | -19% | -4% | -5% | 32µM*
# Listed for `N/C(=N\OC(=O)Cc1ccc(-c2ccccc2)cc1)c1cccc([N+](=O)[O-])c1` = 3% | -13% | 3 | 4% | -1% | 0% | u | 17% | -13%
# Listed for `O=C(Cn1nnnc1CN1CCOCC1)N1CCC(c2cccc(Cl)c2)C1` (stereo not given) = 5% | -3% | -8 | x | 2% | 10% | -1% | x | -19%
# Listed for `Cc1cc(C)cc(N2Cc3ccccc3C2)c1` = 28% | 6% | 20 | -14% | -9% | 2% | -3% | 20% | -5%
# Listed for `CC(C)(C)NS(=O)(=O)CC12CCC(CC1=O)C2(C)C` (stereo not given) = -3% | 6% | -30 | 0% | 10%[9.22 µM] | -4% | 10% | -2% | -10%
